GDH-TPI counter – inhibits GDH-TPI coupling enzymes, artifact for Mtb FBA screen | GDH-TPI coupled enzyme counterscreen, NADH absorbance | inhibition, % at 4.8 µM | 360,000 compounds, 1.2% hits | AID 588335;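 note: 0% = DMSO wells and 100% = wells lacking the enzyme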
BoNT-A LC inh2 – blocks Botulinum neurotoxin A light chain protease; multiplex microsphere protease substrate cleavage, flow cytometry; inhibition, % at 10 µM; 360,000 compounds, 0.17% hits; in the data active = inhibition above about 30%; inconclusive = no clear call, values can overlap the other calls; note: plate controls were buffer without enzyme for full effect and enzyme alone for no effect
PrPC surface inh – reduces human prion protein on the cell surface; P04156; cell surface PrPC, TR-FRET read-out; inhibition, % at 13.8 µM; 370,000 compounds, 0.43% hits; AID 720596; in the data active = inhibition above about 24%; note: 0% = median of the test wells and 100% = reference compound wells
Mtb FBA inh – Mtb fructose-bisphosphate aldolase inhibition; P9WQA3; purified M. tuberculosis FBA, fluorescence read-out; inhibition, % at 1 µM; 360,000 compounds, 2.3% hits; in the data active = inhibition above about 27%;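 note: 0% = vehicle and 100% = reference inhibitor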
Target sequence (P9WQA3 whole entry, looked up): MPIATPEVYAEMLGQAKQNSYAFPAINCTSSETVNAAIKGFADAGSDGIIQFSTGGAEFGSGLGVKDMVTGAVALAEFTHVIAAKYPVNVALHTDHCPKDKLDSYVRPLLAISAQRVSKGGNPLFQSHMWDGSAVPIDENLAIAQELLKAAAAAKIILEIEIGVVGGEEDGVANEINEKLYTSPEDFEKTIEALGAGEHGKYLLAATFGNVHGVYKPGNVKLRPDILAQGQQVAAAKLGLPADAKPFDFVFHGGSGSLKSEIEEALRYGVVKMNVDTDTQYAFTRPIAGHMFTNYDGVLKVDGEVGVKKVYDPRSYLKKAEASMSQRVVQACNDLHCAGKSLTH
Mtb BioA inh – blocks M. tuberculosis BioA enzyme activity; 360,000 compounds, 0.096% hits; AID 602481; purified M. tuberculosis BioA enzyme, plate reader; inhibition, % at 9.99 µM; in the data active = inhibition above about 40%; inconclusive = no clear call, values can overlap the other calls
FadD28 binding – M. tuberculosis FadD28 bisubstrate binding inhibition; FadD28 bisubstrate probe binding, fluorescence polarization; inhibition, % at 12.5 µM; AID 588549; 360,000 compounds, 0.22% hits; in the data active = inhibition above about 8.5%, passing the limit was not always enough; inconclusive = no clear call, values can overlap the other calls
BoNT-F LC inh – BoNT F light chain protease inhibition; Multiplex microsphere protease cleavage assay, flow cytometry; AID 588497; inhibition, % at 10 µM; 360,000 compounds, 0.22% hits; in the data active = inhibition above about 35%, passing the limit was not always enough; inconclusive = no clear call, values can overlap the other calls; note: plate controls were buffer without enzyme for full effect and enzyme alone for no effect
CCHF vOTU inh – CCHFV vOTU protease inhibition; inhibition, % at 11.5 µM; Pep-AMC fluorescence; AID 651958; 370,000 compounds, 0.55% hits; note: 0% = vehicle wells with enzyme and 100% = no enzyme wells
UGM FP inh – inhibitors of M. tuberculosis UDP-galactopyranose mutase; 320,000 compounds, 0.06% hits; inhibition, % at 10 µM; purified UGM, fluorescence polarization probe displacement; P9WIQ1; in the data active = inhibition above about 10%, passing the limit was not always enough; inconclusive = no clear call, values can overlap the other calls
Target sequence (P9WIQ1 whole entry, looked up): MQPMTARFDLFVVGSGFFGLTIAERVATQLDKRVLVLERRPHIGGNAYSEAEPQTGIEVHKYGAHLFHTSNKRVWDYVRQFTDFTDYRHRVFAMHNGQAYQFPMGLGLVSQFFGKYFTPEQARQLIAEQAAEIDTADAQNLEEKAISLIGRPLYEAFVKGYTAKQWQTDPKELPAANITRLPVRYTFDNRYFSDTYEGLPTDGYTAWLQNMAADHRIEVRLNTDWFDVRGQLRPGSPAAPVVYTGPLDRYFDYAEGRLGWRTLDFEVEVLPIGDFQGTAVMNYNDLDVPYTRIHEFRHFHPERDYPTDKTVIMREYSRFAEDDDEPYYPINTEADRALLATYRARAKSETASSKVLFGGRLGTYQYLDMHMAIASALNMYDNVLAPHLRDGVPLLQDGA
An asterisk follows results filed as active; u = inconclusive; x = no result given. Cut-off read from the data, not from the text of the source, unless noted: active = inhibition above about 30%; inactive = the rest.

Sample of the layout:
SMILES	GDH-TPI counter	BoNT-A LC inh2	PrPC surface inh	Mtb FBA inh	Mtb BioA inh	FadD28 binding	BoNT-F LC inh	CCHF vOTU inh	UGM FP inh
Cc1cccc(C2CN(C)CCc3c2cc(O)c(O)c3Cl)c1 (configuration not stated)	2	-1.1	1	-2	5.6	0.1	6	-7	-0.3
CCc1nc2ccc(C(=O)NCCc3ccc(OC)cc3)cc2nc1CC	4	2.4	5	0	0.6	-5.6	-2	15	3.0
CC(=O)Cc1nsc(NC(=O)c2cn(-c3ccccc3)nc2-c2ccc(Br)cc2)n1	7	u	3	1	-0.1	1.7	u	-1	-1.7
O=C(O)CCC(=O)Nc1ccccc1C(=O)NCc1ccco1	7	0.6	-2	2	-0.8	-1.6	9	7	-0.6
CCOC(=O)[C@H]1[C@H]2COc3ccc(Br)cc3[C@@H]2N2C(=O)CN(Cc3ccc(F)cc3)C(=O)[C@@]12C	2	0.3	0	-2	-2.8	-1.1	9	1	0.9

The whole of this part, repeating the preview:
SMILES	GDH-TPI counter	BoNT-A LC inh2	PrPC surface inh	Mtb FBA inh	Mtb BioA inh	FadD28 binding	BoNT-F LC inh	CCHF vOTU inh	UGM FP inh
Cc1cccc(C2CN(C)CCc3c2cc(O)c(O)c3Cl)c1 (configuration not stated)	2	-1.1	1	-2	5.6	0.1	6	-7	-0.3
CCc1nc2ccc(C(=O)NCCc3ccc(OC)cc3)cc2nc1CC	4	2.4	5	0	0.6	-5.6	-2	15	3.0
CC(=O)Cc1nsc(NC(=O)c2cn(-c3ccccc3)nc2-c2ccc(Br)cc2)n1	7	u	3	1	-0.1	1.7	u	-1	-1.7
O=C(O)CCC(=O)Nc1ccccc1C(=O)NCc1ccco1	7	0.6	-2	2	-0.8	-1.6	9	7	-0.6
CCOC(=O)[C@H]1[C@H]2COc3ccc(Br)cc3[C@@H]2N2C(=O)CN(Cc3ccc(F)cc3)C(=O)[C@@]12C	2	0.3	0	-2	-2.8	-1.1	9	1	0.9
CCOc1ccc(/C(=N\O)C(C)NO)cc1 (configuration not stated)	7	0.7	1	2	0.4	-1.1	1	-3	3.2
c1ccc2oc(C3=NNC(=NC4CC4)SC3)cc2c1	26	3.3	6	3	x	-2.9	3	-2	5.6
O=C(NCCC1=CCCCC1)C(=O)c1c[nH]c2ccccc12	3	0.4	-1	-5	x	-5.0	0	-7	0.0
COC(=O)C1=C(C(=O)OC)SC2(S1)C(C(=O)OC)=C(C(=O)OC)Sc1c2ssc1=O	17	0.4	-24	4	x	1.3	3	32*	x
O=C(Nc1ccccc1)c1cc(C2CCCCN2S(=O)(=O)c2cccs2)on1 (configuration not stated)	-1	0.0	22	1	0.2	-1.6	2	-7	x
CCN1C(=O)C(O)(CC(=O)c2ccccn2)c2ccccc21 (configuration not stated)	-2	1.9	0	2	-0.5	1.1	3	7	4.1
CC(=O)c1cccc(NC(=O)c2ccc(N(Cc3ccccc3C)S(C)(=O)=O)cc2)c1	1	0.2	0	8	5.9	-2.0	0	11	-0.6
Cn1cc(Cl)c(C(=O)OCC(=O)Nc2ccccc2)n1	3	-0.2	-1	2	0.7	-1.4	-3	8	-0.7
CCc1cccc(NC(=O)CN(C)S(=O)(=O)c2cccc3nsnc23)c1	2	0.6	-17	-4	-1.5	-1.2	8	36*	0.8
O=C1NC[C@@H](CCCCN2CCN(CCc3ccc(O)cc3)C(=O)C2=O)N(Cc2ccccc2)C1=O	x	1.4	9	x	x	x	-1	-7	x
CCCCOC(=O)CSc1nc2ccccc2o1	-2	x	3	0	-0.6	-0.2	x	-1	-1.4
O=C(CCn1c(=O)c2cccn2c2ccc(F)cc21)NCCc1ccccc1	6	-0.2	4	-2	4.6	-1.2	-1	10	-1.9
Cc1nnc(NC(=O)c2oc3c(ccc4ccccc43)c2C)s1	32*	1.3	2	15	-0.6	-2.0	15	-4	0.9
Cc1nn2c(nc(N3CCOCC3)c3ccccc32)c1C=C(C#N)C#N	8	-1.1	-3	0	-2.0	-2.1	-7	-11	-1.4
CCC1CCCCN1CCCNC(=O)Cn1c(=O)c2cccn2c2cccnc21 (configuration not stated)	2	-14	2	3	-1.0	-0.5	-25	9	-0.4

Continued; the last 2 above are carried over.
SMILES	GDH-TPI counter	BoNT-A LC inh2	PrPC surface inh	Mtb FBA inh	Mtb BioA inh	FadD28 binding	BoNT-F LC inh	CCHF vOTU inh	UGM FP inh
Cc1nn2c(nc(N3CCOCC3)c3ccccc32)c1C=C(C#N)C#N	8	-1.1	-3	0	-2.0	-2.1	-7	-11	-1.4
CCC1CCCCN1CCCNC(=O)Cn1c(=O)c2cccn2c2cccnc21 (configuration not stated)	2	-14	2	3	-1.0	-0.5	-25	9	-0.4
CCCn1c(N)c(C(=O)CN2CCc3ccccc3C2)c(=O)n(C)c1=O	-2	-3.5	-12	2	x	0.1	-20	-5	1.9
CCc1nc2ccccc2c(C(=O)Nc2ccc(C)cc2)c1C	2	-1.2	6	1	0.6	-0.5	12	-10	-1.5
CC(=O)c1ccc(N2CCN(c3ccnc4cc(Cl)ccc34)CC2)cc1	16	-0.1	0	7	-1.0	0.4	-4	-3	0.3
O=C(CCC1CCCCC1)NCCS(=O)(=O)N1CCN(c2ccc(F)cc2)CC1	6	1.7	-6	-1	x	-0.2	-8	11	2.8
CCCC(=O)N(CCN1CCOCC1)c1nc2c(OCC)cccc2s1	3	-0.1	x	2	-0.4	-1.0	2	x	-2.4
Cc1c(CCO)c(=O)n2n1CCCC2	-3	-0.4	-1	0	x	-0.2	-5	6	x
CCOC(=O)c1c(CC(C)C)csc1/N=C/C1=C(O)CCCC1=O	-4	-3.6	3	-1	-0.8	-3.0	-10	8	-1.3
COc1ccc(CNCCCn2cnc3c(OCc4ccccc4)ncnc32)cc1	0	-0.2	-8	-1	-0.3	-4.4	-8	0	x
CCOC(=O)N1CCN(C(=O)C2CCC(CNS(=O)(=O)c3ccc(Cl)cc3)CC2)CC1 (configuration not stated)	6	-0.8	-1	0	-5.4	-1.4	6	1	1.1
Fc1ccc(-c2nc3ccc(Br)cn3c2Cc2ccsc2)cc1	x	32*	9	3	-0.6	-6.3	-3	11	x
CCOC(=O)N1CCC(=NNC(=O)COc2cccc(C)c2)CC1	10	-0.3	5	-3	x	-1.2	2	20	-0.8
CCOC(=O)C1C(=O)C=C(c2ccc(OC)cc2)CC1c1ccco1 (configuration not stated)	23	0.2	-1	3	1.4	-3.7	2	21	4.0
CC1CC(C)(C)NC(=S)N1CCCC(=O)Nc1ccc(Cl)cc1 (configuration not stated)	-1	-0.1	8	0	0.5	0.6	-2	13	0.7
COCCN1CCN(c2cc(-c3ccccc3)nc3cc(-c4cccc(F)c4)nn23)CC1	22	-0.3	-3	25	0.1	-0.4	-10	-14	-0.8
COc1ccc(NC(=O)c2sc(=O)n(Cc3ccc4ccccc4c3)c2C)cc1OC	-8	0.2	13	1	0.6	-1.3	-2	3	x
CC(=O)Nc1ccc(C(=O)NCC(=O)OCc2c(F)cccc2Cl)cc1	0	0.3	-2	-2	x	-1.2	3	-2	-1.9
CSc1ccccc1C(=O)C1CCCN(Cc2cnn(-c3ccccc3)c2)C1 (configuration not stated)	1	-0.5	-5	-1	x	-1.4	2	-1	2.0
CCCCNC(=O)Nc1ccccc1CC	5	0.4	-3	1	-0.1	-3.9	u	9	3.1
COc1ccc(-c2csc(C(C)(O)c3cccnc3)n2)cc1 (configuration not stated)	-7	0.2	7	-1	1.5	-3.3	4	4	x
CC(C)Cn1c(N)cc(=O)n(C)c1=O	-10	-0.8	10	-4	-1.2	-5.0	-7	-6	-2.1
N#CC1=C(N)Oc2c(c(=O)oc3ccccc23)C1c1ccc([N+](=O)[O-])o1 (configuration not stated)	12	0.5	-1	-1	x	-0.7	4	10	-2.1
O=C(c1ccc2c(c1)OCO2)C1CCCN(CC2CCCCC2)C1 (configuration not stated)	2	-4.3	4	1	x	-3.9	-20	-5	1.0
CSc1ccccc1OCc1cc(C(=O)NC(C)CCn2cccn2)no1 (configuration not stated)	1	1.8	-1	2	-1.7	-0.8	16	-1	0.8
Cc1nc(C(F)(F)F)ccc1C(=O)N1CCCC(C(=O)O)CC1 (configuration not stated)	10	-0.2	-5	2	-0.1	-0.6	5	-4	x
COc1ccc(NC(=O)NCCc2c[nH]c3ccccc23)c(OC)c1	9	-1.8	10	0	-0.9	0.5	-6	-1	5.2
O=C(NC1CCN(C(=S)NCc2ccco2)CC1)c1ccc(F)cc1	7	-0.5	-3	0	0.0	0.1	2	13	0.3
Cn1c(N2CCN(C(=O)Nc3ccc(C(F)(F)F)cc3)CC2)nc2ccccc21	0	0.5	-9	-2	x	-0.5	22	11	-1.8
Cc1ccccc1OCC(O)Cn1c(N2CCN(c3ccccc3)CC2)nc2c1c(=O)[nH]c(=O)n2C (configuration not stated)	1	0.0	3	1	x	0.6	-2	12	-0.3
O=c1c2cn(Cc3ccccc3)c3ccccc3c-2nn1Cc1ccc(F)cc1Cl	0	-2.7	0	2	-0.5	-0.6	-14	-7	x
COC(=O)c1c(S(C)(=O)=O)nc(-c2ccccc2)[nH]c1=O	9	0.4	-4	-3	x	0.0	0	2	-1.9
CCOC(=O)c1nn2c(C(F)(F)F)cc(-c3ccc(OC)cc3)nc2c1Br	7	-4.5	-2	2	-1.4	0.2	u	4	-1.7
O=C(CNC(=O)c1ccc2ccccc2c1)OCC(=O)N1CCN(S(=O)(=O)c2ccc3ccccc3c2)CC1	2	0.3	-1	0	-0.9	-0.9	2	2	-0.1
CC(C)CNC(=S)NNC(=O)c1csc2ccccc12	12	1.0	4	3	-1.9	-1.3	2	-14	0.5
CS(=O)(=O)c1ccc(C2=C(CNC(=O)c3ccncc3)[C@H]3CC[C@@H](C2)N3CCOc2ccccc2)cc1	-13	-0.2	-7	-2	-0.9	-3.3	-1	3	x
CCCCc1nc2ccccc2c(=O)n1-c1ccccc1[N+](=O)[O-]	5	0.4	-13	1	2.0	-18	-6	-2	0.8
O=C(Nc1cccc(-c2ccc3nncn3n2)c1)C(F)(F)F	12	-0.3	-9	0	0.7	-2.0	9	10	-1.1
COc1ccc(CN2CCNC(=O)C2CC(=O)NC2CCCCCC2)c(F)c1 (configuration not stated)	1	2.9	-7	5	-0.7	-0.6	-2	5	0.1
N=c1n(CCN2CCCCC2)c2ccccc2n1CC(O)COc1ccccc1 (configuration not stated)	1	0.4	-17	-2	x	-2.8	0	7	-0.1
CCOC(=O)N1CCN(C(=O)c2cn(CC)c3ccc(S(=O)(=O)N4CCCC4)cc3c2=O)CC1	16	2.0	-4	4	-0.3	0.3	4	7	0.1
Cc1cc(NCCN)nc2ccccc12	7	-0.7	-8	4	x	-0.6	-7	3	0.0
Cc1ccc(N2CCN(S(=O)(=O)c3ccc4oc(=O)ccc4c3)CC2)cc1Cl	-4	-0.8	-1	0	-1.9	-0.1	0	4	0.8
Cc1ccc(O)c(Nc2ncnc3ccccc23)c1	9	-2.1	1	1	-0.2	-1.4	u	5	-2.1
COc1cccc(C2=NOC(C(=O)NCc3ccco3)C2)c1 (configuration not stated)	-3	-0.3	3	0	-0.1	-3.0	-6	-3	-1.5
Cc1ccc(C(=O)NCC(=O)Nc2ccc3c(c2)OCCO3)cc1	7	1.6	6	3	-3.6	0.6	1	-1	4.7
CCn1c(SCC(=O)c2ccc(O)c(O)c2)nnc1-c1ccc(C)cc1	10	0.0	3	0	x	-2.6	-1	13	-0.9
O=C(CN1CCN(c2ccccc2)CC1)Nc1ccc2c(c1)OCCO2	2	-0.4	3	1	x	0.2	0	-5	4.2
O=C(OCc1ccccc1)N(CCF)c1cn(Cc2ccccc2)c(=O)n(Cc2ccccc2)c1=O	8	0.3	2	5	1.0	-1.3	-4	8	x
O=C(CCN1C(=O)/C(=C/c2ccccc2)SC1=S)N1CCCCCC1	12	0.3	-2	-1	-0.7	x	2	2	2.4
C=CCNC(=O)c1ccc([N+](=O)[O-])c(Cl)c1	-1	0.3	-9	-1	x	-1.3	1	10	-0.7
C=CCn1c(SCn2nnc3ccccc3c2=O)nnc1-c1ccc(Br)cc1	9	u	6	2	-0.2	1.6	-2	13	0.1
CC1(C)Cc2nc3sc4c(N(CCO)CCO)nnnc4c3cc2CO1	1	0.0	9	36*	x	0.6	-11	-31	0.1
CCC1CCCCN1C(=O)c1ccc(OC2CCN(C(=O)COC)CC2)cc1 (configuration not stated)	4	-1.4	1	0	-4.1	1.2	1	-6	0.0

Screening data deposited in PubChem BioAssay by several laboratories.
